# Source: PubChem (National Center for Advancing Translational Sciences (NCATS))
# AT treatment – qHTS Assay for Identifying a Potential Treatment of Ataxia-Telangiectasia; […] A-T fibroblasts, KAP-1 phosphorylation AlphaLISA; neocarzinostatin DNA damage 30 min before lysis; Potency, µM (series often up to 57.5 µM), inactives show at the top dose activation, most hits filed as activators; 320,000 compounds, 0.19% hits; AID 485349, 2010; further: potency means the concentration at half of the fitted maximal effect; % of control where 0% means no effect; nearly all actives have a fitted effect of over 45% in size
#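 ATM-like activity read as KAP-1 phosphorylation via AlphaLISA donor/acceptor antibody pairs after lysis and 6 hr at 25C. Cells were ATM-null patient fibroblasts ([…], hTERT), dosed 60 min, then exposed to the DSB inducer NCS for 30 min.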
# MLL CXXC-DNA inh – qHTS Fluorescence Polarization Assay for Inhibitors of MLL CXXC domain - DNA interaction; 290,000 compounds, 0.037% hits; MLL-CXXC / FITC-HOXA9 DNA fluorescence polarization; Histone-lysine N-methyltransferase 2A (Homo sapiens), Q03164; Potency, µM (series often up to 115 µM), for inactives: top-dose activity change, negative = inhibition, actives largely listed as inhibitors; AID 2662, 2010; active means well fitted inhibition curve with a large enough effect in the polarisation, with a control signal flat, not every such curve was filed as active; inconclusive means small, poorly fitted or top-dose-only effect, or effect the other way, or a change in a side signal; inactive means no such curve, though single readings can be large or run the other way; the % refers to the polarisation; further: potency means the concentration at half of the fitted maximal effect
#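 Steps: dispense CXXC domain solution (7 uM) → pin compounds or unlabeled HOX-A9 DNA control → 5 min ambient → add FLSN-HOX-A9 solution (50 nM) → spin → 30 min ambient → fluorescence polarization. Tris pH 7.5/NaCl/DTT/BSA buffer.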
# S-ASM inh – Inhibitors of Secretory Acid Sphingomyelinase (S-ASM): qHTS. Sphingomyelin phosphodiesterase (Homo sapiens), P17405. placental ASM, HMU-PC fluorogenic substrate, 60 min. Potency, µM (series often up to 57.5 µM), inactives show at the top dose activity change, negative = inhibition, most hits filed as inhibitors. 340,000 compounds, 0.006% hits. AID 504937, 2011; further: potency means the concentration at half of the fitted maximal effect
#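 qHTS format. ASM enzyme prepared from human placenta hydrolyses the fluorogenic substrate HMU-PC0 (9 uM final) over 60 min at 37 °C after a 10 min compound preincubation.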
# PTAP TSG101 blk – qHTS Assay for Iinhibitors of HIV-1 Budding by Blocking the Interaction of PTAP/TSG101; Tumor susceptibility gene 101 protein (Homo sapiens), Q99816; Potency, µM (highest dose often 115 µM), for the others: at the highest dose activity change, negative = inhibition, usual class: inhibitors; 340,000 tested, under 10 active; Fluorescence polarization, FITC-PTAP peptide / Tsg101 binding; AID 493005, 2010; active means well fitted inhibition curve with a large enough effect in the main read-out, with a control signal flat, not every such curve was filed as active; inconclusive means small, poorly fitted or top-dose-only effect, or effect the other way, or a change in a side signal; inactive means no such curve, though single readings can be large or run the other way; further: potency means the concentration at half of the fitted maximal effect; % of control where 0% means no effect
#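 Tsg101 binding domain (10 uM final) was mixed with compound and a FITC-labeled PTAP peptide (50 nM final) in HEPES pH 7.5 buffer with NaCl, Tween 20, EDTA and TCEP; fluorescence polarization was read after 20 min at r.t.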
# Menin-MLL TR inh – qHTS Assay for Inhibitors Targeting the Menin-MLL Interaction in MLL Related Leukemias: Competition With Texas Red Labeled MLL-derived Mutant Peptide; O00255; Menin + Texas Red MLL mutant peptide, fluorescence polarization; Potency, µM (top dose mostly 61.6 µM), without a hit: at the top dose FP activity change, negative = inhibition, actives largely listed as inhibitors; 270,000 compounds, 0.23% hits; AID 1768, 2009; active means well fitted inhibition curve with a large enough effect in the polarisation, with a control signal flat, not every such curve was filed as active; inconclusive means small, poorly fitted or top-dose-only effect, or effect the other way, or a change in a side signal; inactive means no such curve, though single readings can be large or run the other way; the % refers to the polarisation; further: potency means the concentration at half of the fitted maximal effect; % of control where 0% means no effect; many of its hits are not listed in these tables
# TSHR antag – Antagonists of the Thyroid Stimulating Hormone Receptor: HTS campaign; activity change, negative = inhibition, % at 11.5 µM; 330,000 compounds, 0.2% hits; TSHR-expressing cells, TSH-stimulated cAMP HTRF, 2 h; hits give low values;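 active means activity change below a set negative limit, meaning inhibition stronger than a set level, cut at about -70% in these data; inconclusive means activity change between two set negative limits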; further: on the % scale 0 is the no-effect control and ±100 the full control effect
# Target sequence (P16473 whole entry, looked up): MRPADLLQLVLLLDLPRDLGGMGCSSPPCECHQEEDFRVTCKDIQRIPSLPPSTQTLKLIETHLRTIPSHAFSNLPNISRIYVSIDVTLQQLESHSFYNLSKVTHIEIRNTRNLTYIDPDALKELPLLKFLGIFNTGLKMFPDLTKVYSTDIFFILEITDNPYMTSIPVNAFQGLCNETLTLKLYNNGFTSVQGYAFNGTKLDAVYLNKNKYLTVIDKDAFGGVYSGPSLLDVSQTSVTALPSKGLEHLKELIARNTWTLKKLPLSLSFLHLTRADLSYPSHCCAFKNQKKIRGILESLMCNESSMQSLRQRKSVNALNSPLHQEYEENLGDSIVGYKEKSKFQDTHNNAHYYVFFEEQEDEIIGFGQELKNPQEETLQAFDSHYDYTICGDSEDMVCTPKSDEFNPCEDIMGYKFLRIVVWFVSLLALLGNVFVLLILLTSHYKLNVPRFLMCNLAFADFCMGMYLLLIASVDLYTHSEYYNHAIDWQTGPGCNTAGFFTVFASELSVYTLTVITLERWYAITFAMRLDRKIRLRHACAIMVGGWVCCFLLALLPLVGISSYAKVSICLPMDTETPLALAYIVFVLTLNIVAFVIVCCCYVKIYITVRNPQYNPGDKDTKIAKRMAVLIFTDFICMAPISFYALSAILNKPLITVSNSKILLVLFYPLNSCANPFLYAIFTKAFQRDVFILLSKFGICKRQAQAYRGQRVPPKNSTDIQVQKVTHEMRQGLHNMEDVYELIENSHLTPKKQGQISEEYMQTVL
#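 TSHR-expressing cells were treated with compounds, then stimulated with TSH at EC80 (4nM final) for 2 hours at 37 deg C. Cellular cAMP was measured by HTRF competition between lysate cAMP and cAMP-d2 for a cryptate-labelled anti-cAMP antibody.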
# MBNL1-CUG inh – qHTS Assay for Inhibitors of MBNL1-poly(CUG) RNA binding | Potency, µM (top dose mostly 57.5 µM), inactives show at the highest dose activity change, negative = inhibition, hits mostly inhibitors | 280,000 compounds, 0.036% hits | AID 2675, 2010 | Muscleblind-like protein 1 (Homo sapiens), Q9NR56 | TR-FRET MBNL1-His/biotin-(CUG)12 binding, 665/545 ratio; active means well fitted inhibition curve with a large enough effect in the signal ratio, with a control signal flat, not every such curve was filed as active; inconclusive means small, poorly fitted or top-dose-only effect, or effect the other way, or a change in a side signal; inactive means no such curve, though single readings can be large or run the other way; the % refers to the signal ratio; further: potency means the concentration at half of the fitted maximal effect; on the % scale 0 is the no-effect control and ±100 the full control effect
#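 Inhibition of protein-RNA binding appears as loss of TR-FRET between terbium anti-His antibody on MBNL1-His and streptavidin-XL665 on biotin-(CUG)12. Activity is normalized to buffer-only and uninhibited-complex controls.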
# TCR act – Activators of T cell receptors: qHTS campaign. Potency, µM (top dose mostly 9.22 µM), for the others: at the top dose activation of IL-2 secretion, usual class: activators. primary human leukocytes, anti-CD3, IL-2 HTRF, 48 h. 330,000 tested, under 10 active; further: % of control where 0% means no effect
#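 Primary human leukocytes were stimulated with a-CD3 beads plus compounds for 48 hr without co-stimulation; secreted IL-2 was quantified by HTRF using a-IL-2-K (europium cryptate) and a-IL-2-d2, excited at 320nm with acceptor emission read at 665nm.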
# a7 integrin act – qHTS for Activators of Integrin-Mediated Alleviation for Muscular Dystrophy; alpha7betagal myoblasts, beta-gal FDG fluorescence, 48 h; Potency, µM (titrated, usually from 38.3 µM), for the others: top-dose activation, hits mostly activators; 350,000 compounds, 0.064% hits; AID 624291, 2012;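 further: potency means the concentration at half of the fitted maximal effect; 100% = response of the positive control SU9516; nearly all actives have a fitted effect of over 60% in size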
#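 Alpha7betagal+/- myoblasts (passage 13) were plated 16-24 hr, then exposed to compounds (1:260 dilution of DMSO stock) for 48 hours at 37C. After MPER lysis, β-galactosidase reporter activity was read as FDG fluorescence (ex 480/em 540) after 30 minutes.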
# Mito fusion act – qHTS Assay for Small Molecule Inhibitors of Mitochondrial Division or Activators of Mitochondrial Fusion. 320,000 compounds, 0.23% hits. Potency, µM (doses to about 46.1 µM), inactives show at the top dose growth rescue (activation), actives largely listed as activators. S. cerevisiae fusion-defective mutant growth rescue, CellTiterGlo 48 h. AID 485298, 2010;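 further: potency means the concentration at half of the fitted maximal effect; % of control where 0% means no effect; nearly all actives have a fitted effect of over 45% in size; temperature-sensitive fusion mutants such as fzo1-1 at 37 °C on non-fermentable ethanol glycerol medium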
#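 Read-out: ATP-based luminescence (CellTiterGlo, 10 min ambient) reporting growth of fusion-defective ts yeast after 48 hours at 37C on glycerol/ethanol YPEG medium in the presence of compound.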
# Starred values were filed as active, the others as inactive; ? = inconclusive; / = not tested or not shown; [ ] = dose if it differs, or a comment. Unless noted, the call rests on the fitted dose curve; in most records, active means well fitted curve in the direction sought with a large enough effect; inconclusive means small, poorly fitted or top-dose-only effect, or another doubt; inactive means no such curve, though single readings can be large; an effect the other way counts as inactive or inconclusive.
cpd	molecule	AT treatment	MLL CXXC-DNA inh	S-ASM inh	PTAP TSG101 blk	Menin-MLL TR inh	TSHR antag	MBNL1-CUG inh	TCR act	a7 integrin act	Mito fusion act
1	CN(C(=O)COC(=O)c1cccnc1Nc1ccccc1F)C1CCS(=O)(=O)C1 (stereo not drawn)	-10%	-5%	2%	-7%	17%	0	-5%	10%[46.1 µM]	-1%	-5%
2	Cc1ccc(NC(=O)NC2=NN(c3ccccc3)C(=O)/C2=C2/CCCN2C)cc1	10%	5%	-3%	1%	?	25	-3%	5%	9%	1%
3	N#CCCn1cc(C(=O)Nc2ccc([N+](=O)[O-])cc2)c(-c2cc3ccccc3o2)n1	-5%	-4%	1%	-7%	?	-15	4%	15%	-17%	9%
4	CC(=O)N1CCN(C(=O)C(Cc2c[nH]c3ccccc23)NC(=O)c2ccccc2Cl)CC1 (stereo not drawn)	4%	-8%	-1%	-4%	14%	1	-8%	13%	-3%	-8%
5	O=C(C1COc2ccccc2O1)N1CCCC1 (stereo not drawn)	/	4%	0%	-4%	-4%	-3	-14%	5%	0%	0%
6	CCOC(=O)[C@@H]1[C@H]2COc3ccc(Br)cc3[C@@H]2N2C(=O)N(c3cccc(F)c3)C(=O)[C@]12C	/	/	-4%	-1%	/	/	/	-1%	-8%	/
7	COc1cc(C2CC(c3cccs3)=NN2C(=O)CCl)ccc1OC(F)F (stereo not drawn)	4%	11%	-3%	1%	?	-13	13%	3%	-75%[inhibitor]	-24%
8	COc1ccc(S(=O)(=O)NCCc2ccccc2)cc1OC	5%	4%	3%	1%	10%	2	-5%	0%	2%	3%
9	Cc1nn(C)c(C)c1S(=O)(=O)N(CC(=O)Nc1nccs1)c1ccc(C(C)C)cc1	-5%	-3%	0%	-3%	9%	37	-8%	-1%[46.1 µM]	5%	0%
10	CC1(C)CC2(CC(c3ccc(F)cc3)c3ccc(O)cc3O2)NC(=S)N1 (stereo not drawn)	-8%	12%	-2%	-8%	/	-3	4%	-1%	?	-2%
11	Cc1ccc(-c2nc3c(c(=O)[nH]c(=O)n3Cc3ccccc3)n2Cc2ccccc2)o1	-2%	14%	85%[activator]	-5%	-1%	8	24%	-1%	-14%	3%
12	Cc1ccc(C2CC(=O)C=C(O)C2)cc1 (stereo not drawn)	/	-8%	1%	0%	6%	2	0%	3%	-16%	-1%
13	COCCn1c(SCC(=O)Nc2cccc(C)c2)nnc1C(C)C	4%	-5%	3%	-16%	12%	2	2%	2%	-16%	-2%
14	CN(C)CCCN(C(=O)c1ccc2c(c1)CCCC2)c1nc2cc3c(cc2s1)OCO3	0%	-2%	-1%	-8%	?	-2	-7%	-2%	-56%[inhibitor]	-10%
15	COC(=O)CCC(=O)c1oc2ccc(Br)cc2c1N	0%	3%	126%[activator]	-4%	4%	1	40%[activator]	-6%[46.1 µM]	15%[7.66 µM]	7%
16	C=CCSC1=N/C(=C\c2cccnc2)C(=O)N1c1ccc(OC)cc1	-1%	2%	-10%	-1%	-1%	-5	?	2%[46.1 µM]	-20%	0%
17	O=C(CCNS(=O)(=O)c1cccc2nonc12)NC1CCCc2ccccc21 (stereo not drawn)	1%	-1%	2%	-1%	-1%	7	?	-16%	-8%	4%
18	COc1ccc(OC)c(NC(=O)C2C3C=CC(C3)C2C(=O)NCc2cccnc2)c1 (stereo not drawn)	3%	-2%	6%	-1%	8%	-7	/	2%	12%	-7%
19	Cc1ccc2nsnc2c1S(=O)(=O)N1CCN(C)CC1	-7%	-3%	1%	1%	-11%	25	?	1%	-23%	-1%
20	CSCCCNC(=O)c1ccc(OC2CCN(C(=O)c3cccnc3)CC2)cc1	-12%	-8%	-2%	-1%	/	?	-6%	-5%	-40%	0%
21	Cc1ccc(NC(=O)CN(C)C(=O)COC(=O)CNS(=O)(=O)c2ccc(Br)cc2Cl)cc1	-10%	13%	0%	-3%	/	-6	-12%	2%	14%	-3%
22	CCOC(=O)N1CCC(N2CCCC(C(=O)c3ccccc3OC)C2)CC1 (stereo not drawn)	-1%	-3%	0%	-2%	?	-5	1%	8%	24%	-6%
23	O=C(NNC(=S)NCCc1ccccc1)c1ccc(Br)s1	-1%	3%	-5%	1%	?	-7	-4%	/	?	-6%
24	C=CCSc1nc2c(cnn2-c2ccccc2)c(=O)n1N	6%	-2%	1%	-2%	/	-9	-6%	13%	23%	0%
25	CC(C)CCOc1ccc(C2=NNC(=O)CC2)cc1	-2%	?	0%	-5%	9%	9	-3%	3%[46.1 µM]	25%	5%
26	CC1CCCN(Cc2nc3c(c(=O)n(C)c(=O)n3C)n2CCCc2ccccc2)C1 (stereo not drawn)	9%	-5%	-2%	1%	-13%	13	4%	3%	14%	5%
27	N#Cc1ccc(OCC(=O)Nc2cc(S(=O)(=O)N3CCOCC3)ccc2N2CCCC2)cc1	/	/	5%	-1%	/	/	/	13%	?	/
28	CN(CC(=O)Nc1ccccc1C(F)(F)F)C(=O)CCc1nc2sc3c(c2c(=O)[nH]1)CCCC3	-1%	5%	3%	0%	/	7	2%	0%	-6%	0%
29	COc1cccc(CNCc2cc(OC)cc(OC)c2)c1	0%	-1%	0%	-4%	?	4	-2%	-10%	-10%	-11%
30	CCOc1ccc(NC(=O)CCC(=O)Nc2cc(OC)c(NC(=O)c3ccco3)cc2OC)cc1	-3%	-9%	-7%	0%	11%	-3	-4%	11%	5%	0%
31	CC1=NN(c2ccccc2C(=O)O)C(=O)C1N=Nc1ccccc1 (stereo not drawn)	-6%	-25%	10%	1%	?	-14	13%	/	37%	8%
32	O=C(N1CCCCC1)N1CCN(S(=O)(=O)c2ccccc2)CC1	0%	1%	5%	-7%	-2%	10	-3%	1%	0%	5%
33	COCOc1ccc(C2CC(=O)c3c(OCOC)cc(OCOC)cc3O2)cc1 (stereo not drawn)	/	/	0%	-2%	/	/	/	-6%	-29%	/
34	O=C(c1ccccc1)N1CCN(C2c3cccc4cccc(c34)C2NS(=O)(=O)c2ccccc2)CC1 (stereo not drawn)	-5%	0%	-2%	-5%	0%	-2	-10%	13%	15%	-11%
35	O=C1CNc2ccc(C(=O)N3CCN(c4ccccn4)CC3)cc2N1	-3%	29%	24%	1%	-1%	1	9%	-9%	11%	19%
36	C=CS(=O)(=O)N(Cc1ccccc1Br)[C@H](CO)Cc1ccccc1	/	/	15%	0%	/	/	/	-3%	-20%	/
37	CC(C)OC(=O)CSc1nnc(-c2ccccn2)n1-c1ccccc1	7%	2%	2%	-2%	1%	2	-11%	-2%	18%	3%
38	COc1ccc(-c2cn3cccnc3n2)cc1NC(=O)C(C)Oc1ccccc1 (stereo not drawn)	11%	2%	/	2%	/	-8	?	-6%	-42%[inhibitor]	?
39	CC1(C)N=C(SCC(=O)Nc2ccc(Cl)cc2)C(c2ccc(Cl)cc2)=N1	-1%	7%	?	-5%	8%	-28	-5%	8%	-23%	0%
40	CC(C)(C)CC(=O)NCCCCCCNC(=O)CC(C)(C)C	21%	8%	-1%	-1%	-13%	2	-17%	-1%[46.1 µM]	-18%	-5%
41	COC(=O)c1ccn(C(=O)c2ccc(Cl)cc2)n1	/	10%	186%[activator]	0%	14%	/	-2%	-2%	28%	0%
42	CN(c1ccc(OCC(=O)O)cc1)S(=O)(=O)c1ccc2ccccc2c1	14%	-1%	1%	-6%	1%	-8	-2%	-1%	10%	13%
43	C[C@]12c3[nH]c4cc(-c5ccco5)ccc4c3CCN1C(=O)[C@@H](CC(=O)NCCN1CCOCC1)C[C@@H]2C(=O)N1CCCCC1	8%	/	3%	-3%	/	50	/	-2%[46.1 µM]	9%	/

# A portion of the library (hit frequency here may not be typical).
